PLCb3 inh – human PLC-beta3 inhibitors, primary screen, biochemical, fluorescence; Purified PLC-beta3, fluorogenic substrate; inhibition, % at 12.2 µM; hit rate 0.18% among 370,000; AID 720704, 2013; in the data active = inhibition above about 11%;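 also: 0% = median of compound wells on plate and 100% = full blocker control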
ssDAF12 agonist – S. stercoralis DAF-12 nuclear receptor activators, primary screen, cell-based, luminescence, HEK293, GRIP1 co-expression, lit1-tk-luc; Nuclear hormone receptor DAF-12 (Strongyloides stercoralis); HEK293 ssDAF-12/GRIP1 lit1-tk-luc reporter; % of 3 µM dafachronic acid response; activation, % at 6.8 µM; hit rate 1% among 370,000; AID 652126, 2013;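 active = activation above the mean over all tested compounds plus 3 SD, cut at about 0.9% in these data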;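 also: 0% = DMSO-only wells and 100% = 3 µM delta7-dafachronic acid wells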
DAX1 inh-1 – DAX1 (NR0B1) inhibitors, primary screen, cell-based, HEK293, Gal4-DAX1, luciferase luminescence; hit rate 0.99% among 340,000; HEK293 Gal4-DAX1 luciferase reporter; Nuclear receptor subfamily 0 group B member 1 (Homo sapiens), P51843; AID 504766, 2011; inhibition, % at 6.75 µM;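 active = inhibition above the mean over all tested compounds plus 3 SD, cut at about 4.2% in these data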;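 also: 0% = DAX1-transfected cells with DMSO and 100% = empty-vector control cells with DMSO; inhibition shows as a rise in luminescence from relieved DAX1 repression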
Target sequence (P51843 207-470 limits assumed): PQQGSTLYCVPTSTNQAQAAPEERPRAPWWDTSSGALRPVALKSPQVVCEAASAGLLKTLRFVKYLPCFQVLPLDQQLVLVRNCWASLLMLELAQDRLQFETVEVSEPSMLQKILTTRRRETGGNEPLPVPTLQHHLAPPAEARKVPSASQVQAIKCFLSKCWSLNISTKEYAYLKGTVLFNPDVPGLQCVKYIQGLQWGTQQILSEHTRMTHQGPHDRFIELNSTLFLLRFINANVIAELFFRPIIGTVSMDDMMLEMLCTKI
FXN GAA850 act – FXN promoter activators, primary screen, cell-based, luciferase luminescence, HEK293 lucGAA850; hit rate 0.56% among 360,000; activation, % at 6 µM; HEK293 lucGAA850 FXN promoter luciferase reporter, 24 h; percent of 10 µM SAHA response;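 active = activation above the average of all compounds screened plus 3 SD, cutoff fixed separately per campaign, cut at about 7.5% in these data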;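 also: 0% = DMSO wells and 100% = 10 µM SAHA wells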
hgDAF-12 ag – H. glycines DAF-12 receptor agonists, primary screen, cell-based, luminescence, HEK293, GAL4 fusion, UAS-luciferase | activation, % at 6.8 µM | AID 687014, 2013 | HEK293 GAL4-hgDAF12 UAS-luciferase reporter, agonist luminescence; normalized to butyrate control | hit rate 1.8% among 370,000;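 active = activation above a cutoff set at the mean of all screened compounds plus 3 SD, cut at about 10% in these data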;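 also: 0% = DMSO wells and 100% = sodium butyrate wells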
PLC-gamma1 inh – PLC-gamma1 enzyme inhibitors, primary screen, biochemical, fluorescence, purified enzyme; AID 720700, 2013; hit rate 0.84% among 370,000; fluorogenic substrate; inhibition, % at 12.2 µM; in the data active = inhibition above about 9.5%
ADAM17 inh – ADAM17 inhibitors, primary screen, biochemical, QFRET; Disintegrin and metalloproteinase domain-containing protein 17 (Homo sapiens), P78536; recombinant ADAM17, EDANS/DABCYL FRET peptide cleavage; inhibition, % at 6.95 µM; hit rate 0.83% among 370,000; AID 720648, 2013;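 active = inhibition above the mean of compounds lying between control limits plus 3 SD, set per campaign, cut at about 8.5% in these data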;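 also: 0% = DMSO-only wells as the low control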
hcDAF12 agonist – H. contortus DAF-12 nuclear receptor activators, primary screen, cell-based, luminescence, HEK293, lit1-tk-luc reporter; HEK293 hcDAF-12 lit1-tk-luc reporter; 0% DMSO, 100% Δ7-dafachronic acid; activation, % at 6.8 µM; hit rate 1.4% among 370,000;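 active = activation above the mean of all tested compounds plus 3 SD, cut at about 5.5% in these data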;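 also: 100% = response to 3 µM Δ7-dafachronic acid high control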
ADAM10 inh – human ADAM10 inhibitors, primary screen, biochemical, QFRET, HTS; Disintegrin and metalloproteinase domain-containing protein 10 (Homo sapiens), O14672; recombinant ADAM10, EDANS/DABCYL FRET peptide cleavage, 3 h; inhibition, % at 7 µM; hit rate 0.62% among 370,000;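 active = inhibition above a per-campaign cutoff equal to the mean of compounds falling between control-based bounds plus 3 SD, cut at about 20% in these data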;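 also: 0% = DMSO wells while the 100% control is not disclosed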
DAX1 inh-2 – DAX1 (NR0B1) inhibitors on StAR promoter, primary screen, cell-based, luminescence, SF-1 (NR5A1), full-length DAX-1 | hit rate 1.1% among 370,000 | inhibition, % at 6.8 µM | HEK293T StAR-luciferase reporter, SF-1/DAX-1 repression relief | AID 652010, 2013;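 active = inhibition above the mean over all tested compounds plus 3 SD, cut at about 3.6% in these data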;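 also: 0% = DAX-1 cells with DMSO and 100% = cells lacking DAX-1 with DMSO; higher inhibition means more luminescence from relief of DAX-1 repression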
HGIII-sPLA2 inh – human group III sPLA2 inhibitors, primary screen, biochemical, QFRET, BODIPY PC-A2 liposome substrate; Group 3 secretory phospholipase A2 (Homo sapiens), Q9NZ20; QFRET BODIPY PC-A2 liposome hydrolysis, fluorescence; inhibition, % at 12.2 µM; hit rate 0.56% among 370,000; AID 743126, 2013;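 active = inhibition above mean plus 3 SD of compounds lying within the high and low control bounds, cut at about 19% in these data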;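 also: 0% = median of test compound wells and 100% = no enzyme DMSO wells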
Target sequence (Q9NZ20 whole entry, looked up): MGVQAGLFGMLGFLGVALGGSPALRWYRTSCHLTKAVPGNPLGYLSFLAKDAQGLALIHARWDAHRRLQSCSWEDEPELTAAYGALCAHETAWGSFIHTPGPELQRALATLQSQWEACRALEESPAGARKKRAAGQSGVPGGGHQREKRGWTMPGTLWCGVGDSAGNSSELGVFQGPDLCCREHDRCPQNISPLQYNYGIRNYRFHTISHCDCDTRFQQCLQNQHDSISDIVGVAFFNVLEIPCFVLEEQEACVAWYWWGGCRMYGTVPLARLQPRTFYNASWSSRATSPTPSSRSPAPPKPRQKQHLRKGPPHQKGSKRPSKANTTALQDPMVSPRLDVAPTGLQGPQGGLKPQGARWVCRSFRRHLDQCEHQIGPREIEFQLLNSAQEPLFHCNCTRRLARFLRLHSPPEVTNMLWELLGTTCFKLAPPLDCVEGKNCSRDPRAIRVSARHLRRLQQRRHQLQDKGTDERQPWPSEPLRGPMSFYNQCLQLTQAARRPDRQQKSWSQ
* hit, by the source's call; i = inactive; / = not tested or not shown.

SMILES	PLCb3 inh	ssDAF12 agonist	DAX1 inh-1	FXN GAA850 act	hgDAF-12 ag	PLC-gamma1 inh	ADAM17 inh	hcDAF12 agonist	ADAM10 inh	DAX1 inh-2	HGIII-sPLA2 inh
COc1ccccc1-c1noc(CCCC(=O)NC2CCCC2)n1	0	-1.3	3.9	0.3	0.5	1	0	0.9	-4	-0.2	2
COc1ccc(CC(=O)NC2=NCCS2)cc1	4	-1.1	0.1	0.3	0.3	5	2	0.3	6	0.7	7
COc1ccc(S(=O)(=O)N(C)C[C@H]2Oc3ccc(NC(=O)NC(C)C)cc3C(=O)N([C@H](C)CO)C[C@@H]2C)cc1	-1	-1.4	-0.2	1.5	-0.5	0	-4	-1.7	2	0.7	-7
CCOc1cc(S(=O)(=O)NC2CCCC2)ccc1Cl	2	-1.2	0.2	0.6	0.5	1	0	-1.7	6	0.0	-14
COc1cc(NC(=O)CSc2nnc3n2C(C)(C)Cc2ccccc2-3)cc(OC)c1	4	-1.9	-1.3	-2.4	0.3	-1	0	-2.0	1	-0.2	-3
C#CC(CC)(CC)NC(=S)Nc1ccc(S(N)(=O)=O)cc1	-3	-1.3	1.2	3.1	5.5	1	1	-0.4	-2	0.6	6
c1ccc2c(c1)OCCOCCOCCO2	-7	-1.6	-0.7	2.1	1.0	0	-5	0.5	-3	0.3	3
O=C(OCN1C(=O)c2ccccc2C1=O)C1CCCCC1	4	-0.8	0.1	0.5	1.5	-1	-1	-1.8	0	0.4	3
O=C(c1ccco1)N(Cc1cccs1)C1CCS(=O)(=O)C1 (stereo not given)	3	-1.5	0.2	4.4	0.0	0	-2	-0.3	2	0.4	4
COc1ccc(NC(=O)CCCC2=NS(=O)(=O)c3ccccc3N2)cc1	0	-1.0	0.0	0.3	-0.1	1	-2	1.3	-5	2.0	-2
COc1ccc(NC(=O)Nc2ccc3nccnc3c2)cc1	-14	-0.3	2.8	0.6	8.4	-13	-2	2.4	10	2.2	-3
COc1ccc(-n2ccn(CC(=O)Nc3ccc(OC)cc3OC)c(=O)c2=O)cc1	1	-0.9	0.8	-2.5	2.1	-2	-2	-1.8	-14	-3.9	3
Cc1cccc(C(=O)Nc2cccc(-c3cnc4ccccc4n3)c2)c1	0	-1.4	1.8	0.7	-1.7	-1	-4	1.6	-2	0.3	8
C/C(=N\NC(=O)COc1cc(C)cc(C)c1)c1cccc(NC(=O)C2CCC2)c1	-7	-0.6	0.0	-1.4	-2.7	-2	0	-1.1	4	-0.4	4
Cc1ccc(-c2nc3[nH]c(=O)cc(NC(=O)C(C)C)n3n2)cc1	-9	-0.8	-0.2	0.1	-2.0	-2	-5	-0.7	-3	-0.1	-1
CN(C(=O)CSc1nnnn1-c1ccc(Cl)cc1)C1CCS(=O)(=O)C1 (stereo not given)	-2	-0.1	0.2	0.0	2.8	-3	-4	-0.9	-6	-1.6	0
COc1cccc(CO[C@H]2C=C[C@@H](c3ccccc3)O[C@@H]2COC(C)=O)c1	-1	-0.8	/	/	0.7	-2	-2	1.4	-7	-0.5	3
CCOC(=O)c1ccc(Oc2nc(OC)cc(OC)n2)cc1	4	-1.1	0.3	0.3	0.8	2	0	-1.0	3	-0.2	-2
COc1ccc(C2=NN(S(C)(=O)=O)C(c3cccs3)C2)cc1OC (stereo not given)	0	-0.8	0.7	5.8	7.2	8	-8	-0.2	-13	1.0	7
CN(C)CCN(Cc1ccccc1)c1ccnc(N(C)C)c1C#N	-53	-0.8	0.5	-0.4	-3.2	-49	-37	-1.5	-96	-0.5	11
CSc1sc(C(=O)NCC2CC2)cc1S(=O)(=O)C(C)C	-3	-1.6	-0.1	1.0	-0.6	1	1	-1.8	3	0.6	-2
Cc1ccc(/C=C/C(=O)N2CCc3ccccc3C2)cc1	2	0.3	0.5	-0.4	3.3	-1	0	1.1	-14	-0.1	-5
CN(Cc1ccc(Cl)cc1Cl)C(=O)c1cc(=O)c2ccccc2o1	-9	-1.0	-1.0	-0.8	-1.0	1	-1	-2.0	-2	2.1	-1
O=S1(=O)NC(=NC2CCCCCC2)c2ccccc21	2	-1.3	-0.2	0.9	-0.4	-1	0	-1.4	2	-0.9	-1
CCn1nc2cc(C(=O)NCCc3cccs3)ccc2c1OC	-368	0.0	4.6*	3.6	7.7	-295	-196	8.1*	i	2.3	4

One compound at a time, as listed above:
Record of `Cc1ccc(/C=C/C(=O)N2CCc3ccccc3C2)cc1` : PLCb3 inh = 2; ssDAF12 agonist = 0.3; DAX1 inh-1 = 0.5; FXN GAA850 act = -0.4; hgDAF-12 ag = 3.3; PLC-gamma1 inh = -1; ADAM17 inh = 0; hcDAF12 agonist = 1.1; ADAM10 inh = -14; DAX1 inh-2 = -0.1; HGIII-sPLA2 inh = -5
Record of `Cc1ccc(-c2nc3[nH]c(=O)cc(NC(=O)C(C)C)n3n2)cc1` : PLCb3 inh = -9; ssDAF12 agonist = -0.8; DAX1 inh-1 = -0.2; FXN GAA850 act = 0.1; hgDAF-12 ag = -2.0; PLC-gamma1 inh = -2; ADAM17 inh = -5; hcDAF12 agonist = -0.7; ADAM10 inh = -3; DAX1 inh-2 = -0.1; HGIII-sPLA2 inh = -1

Four of the entries above in order of the PLCb3 inh value, lowest first:
SMILES	PLCb3 inh	ssDAF12 agonist	DAX1 inh-1	FXN GAA850 act	PLC-gamma1 inh	ADAM17 inh	hcDAF12 agonist	ADAM10 inh	DAX1 inh-2	HGIII-sPLA2 inh
CCn1nc2cc(C(=O)NCCc3cccs3)ccc2c1OC	-368	0.0	4.6*	3.6	-295	-196	8.1*	i	2.3	4
Cc1ccc(-c2nc3[nH]c(=O)cc(NC(=O)C(C)C)n3n2)cc1	-9	-0.8	-0.2	0.1	-2	-5	-0.7	-3	-0.1	-1
C#CC(CC)(CC)NC(=S)Nc1ccc(S(N)(=O)=O)cc1	-3	-1.3	1.2	3.1	1	1	-0.4	-2	0.6	6
O=S1(=O)NC(=NC2CCCCCC2)c2ccccc21	2	-1.3	-0.2	0.9	-1	0	-1.4	2	-0.9	-1

(list continues)
SMILES	PLCb3 inh	ssDAF12 agonist	DAX1 inh-1	FXN GAA850 act	hgDAF-12 ag	PLC-gamma1 inh	ADAM17 inh	hcDAF12 agonist	ADAM10 inh	DAX1 inh-2	HGIII-sPLA2 inh
O=C(c1ccc(Cl)cc1)n1c(NCc2ccccc2)n[nH]c1=S	-17	-1.6	0.2	0.4	1.6	-4	-4	-0.8	-6	-0.1	2
CC1Cc2nc(SCC(=O)NCc3ccco3)n(Cc3ccccc3)c(=O)c2S1 (stereo not given)	8	-0.6	0.4	4.1	0.1	-2	4	1.3	7	0.4	-3
CN(CC(=O)Nc1ccc(S(=O)(=O)N2CCCC2)cc1)Cc1ccc(Cl)cc1	0	-0.9	-0.3	-3.1	0.6	-2	2	-2.8	3	-1.1	-26
O=C1c2cccc3c([N+](=O)[O-])ccc(c23)C(=O)N1c1ccccn1	i	-1.3	-1.9	-5.0	-4.4	i	-4	-2.0	-6	-2.5	4
O=C(NCc1ccc2c(c1)OCO2)C1Cc2ccccc2CN1C(=O)c1ccco1 (stereo not given)	1	-0.9	0.1	0.6	0.7	-2	2	1.2	5	-0.2	3
CCN(CC)c1ccc2c(C)c(Cl)c(=O)oc2c1	i	-0.9	-0.1	3.9	0.4	i	-325	-1.4	i	-1.1	-3
O=C(CN1CCOCC1)OCCCC1CCCCC1	5	-1.3	-0.5	1.8	-0.9	0	-4	-0.6	10	-0.2	3
CCCCNc1c(N)n(CCC)c(=O)[nH]c1=O	-10	-1.8	0.2	1.4	-0.8	-6	-15	-1.1	-35	-0.9	4
CCOC(=O)C1C(c2ccc3c(c2)OCO3)NC(=O)NC1(O)C(F)(F)F (stereo not given)	0	-1.0	-0.4	-0.2	-1.0	0	-2	0.4	0	0.8	3
CCOC(=O)c1c(NC(=O)COC(=O)c2ccc(NC(=O)CC#N)cc2)sc(C(=O)NC)c1C	-15	-1.4	0.1	0.3	0.8	-7	-1	0.0	-14	-0.7	-3
CCCCC(=O)Nc1nnc(CCOC)s1	2	-1.1	0.1	0.6	0.2	3	0	-0.3	-2	-0.3	-3
CCOC(=O)c1c(C)n(C)c2ccc(OC)c(NC(=O)CN3CCCCC3)c12	1	-1.3	0.9	-1.8	-3.0	7	2	-2.1	8	-0.4	-1
Cn1c(SCC(=O)Nc2nccs2)nnc1-c1ccncc1	-5	-1.2	-0.7	1.1	0.1	-1	-2	-0.5	3	-0.1	9
CN1C(=O)c2cc(NC(=O)Cc3cccs3)ccc2OC[C@H]2O[C@@H](CC(=O)NCCCN3CCOCC3)CC[C@@H]21	8	-0.9	/	/	-2.0	4	-2	3.1	-3	-0.3	-14
COc1ccc(CN=C2NC(=O)CC(C(=O)Nc3ccc([N+](=O)[O-])cc3C)S2)cc1 (stereo not given)	4	-1.3	0.9	0.9	2.2	2	-2	0.6	2	0.1	-4
O=C(O)c1ccc(Cl)c(NC(=O)C2CCN(S(=O)(=O)c3ccc4c(c3)OCCO4)CC2)c1	-3	-1.4	0.8	1.3	-0.7	0	-6	-0.1	-8	1.1	1
CC(=O)N1N=C(c2ccc(Cl)cc2)OC1(C)C	2	-0.8	-0.6	0.3	-0.1	1	2	-0.3	-4	-0.1	6
C=CCOc1ccc(C2C3=C(CCCC3=O)N(CC(=O)O)C3=C2C(=O)CCC3)cc1OCC	-19	-0.7	0.2	-0.1	-1.8	-14	-9	-1.3	-9	-0.2	1
COc1ccc(C2C(C(C)=O)=C(O)C(=O)N2Cc2cccnc2)cc1 (stereo not given)	1	-1.5	-0.8	0.3	1.3	0	-3	-0.5	3	0.6	-1
COc1ccc(/C=C2/CCc3ccccc3C2=O)cc1CN1CCOCC1	-7	-0.1	-1.9	3.9	-1.1	-9	0	0.2	2	-0.5	-11
CCOC(=O)c1ccc(NC(=O)NCc2ccc(OC)cc2)cc1	2	-1.4	-2.2	1.6	0.9	0	4	-1.1	3	-0.1	-23
O=C(Cc1cccc(F)c1)Nc1ccc2c(c1)CCC2	-1	-0.9	-1.4	2.4	3.8	1	1	-0.6	5	0.2	-8
Cc1noc(C)c1S(=O)(=O)NC(=O)C1(C)CCN1C(=O)Cc1ccc(Cl)cc1Cl (stereo not given)	7	-1.1	/	1.0	2.6	5	4	-0.2	15	0.9	-4
CC(=O)Cn1c(=O)oc2ccccc21	-4	-1.4	-0.1	-0.1	-1.5	0	-2	1.3	2	-0.2	5

Source: PubChem (The Scripps Research Institute Molecular Screening Center)

Not a hit list. About 6.9% of those tested had a hit in this group.
